AI-2 QS mod: Vibrio harveyi AI-2 quorum sensing modulation | Vibrio harveyi JMH597 AI-2 luminescence/OD600 ratio, 9 h; stronger effect = lower value; strain lacks LuxN and CqsS sensors; 0 = neutral-control median | activity change, % at 7.5 µM | 300,000 compounds, 0.4% hits | AID 2094; in the data active = activity change below about -75%, passing the limit was not always enough; inconclusive = no clear call, values can overlap the other calls;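 note: luminescence divided by OD600 gain over 9 h not by final OD600 alone; inactives centre near 13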
HIF activator: HIF pathway transcriptional activation; 300,000 compounds, 0.32% hits; AID 1910; U2OS HRE-luciferase reporter, luminescence; normalized: DMSO 0%, desferrioxamine 100%; activation, % at 7.5 µM (by protocol);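 active = mean activation of at least 10% of the iron chelator positive control signal, with at least half of replicates also reaching 10%; inconclusive = mean and replicate majority disagree about reaching 10%; inactive = mean and most replicates under 10%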
MrgX1 PAM: allosterically activates human MrgX1 receptor signaling; Q96LB2; MrgX1-HEK293, Fluo-4 calcium flux, FDSS; stronger effect = higher value; B-score at 10 µM; 310,000 compounds, 0.63% hits;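 active = plate-corrected calcium response at least 3 library SD above typical, normal starting fluorescence, not activating the receptor alone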;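 note: compound read alongside a low EC10 to EC30 dose of BAM8-22 agonist; peak minus trough fluorescence over baseline measured at the second addition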
Target sequence (Q96LB2 whole entry, looked up): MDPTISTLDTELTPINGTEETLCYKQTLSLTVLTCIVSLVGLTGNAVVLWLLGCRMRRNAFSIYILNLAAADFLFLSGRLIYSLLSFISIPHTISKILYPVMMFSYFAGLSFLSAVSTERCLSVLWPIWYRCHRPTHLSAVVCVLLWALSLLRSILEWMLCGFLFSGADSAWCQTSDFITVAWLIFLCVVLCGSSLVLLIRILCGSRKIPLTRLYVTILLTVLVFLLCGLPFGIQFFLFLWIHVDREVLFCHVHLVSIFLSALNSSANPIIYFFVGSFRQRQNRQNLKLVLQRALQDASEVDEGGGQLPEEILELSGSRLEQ
TRPC4 act: opens the mouse TRPC4 cation channel; B-score at 10 µM; 310,000 compounds, 0.49% hits; AID 2237; HEK293 TRPC4beta/mu-opioid, Fluo4 calcium fluorescence; stronger effect = higher value; Q9QUQ5;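 active = B-score above 5 SD of library B-scores, and initial fluorescence ratio not above library mean plus 5 SD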;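 note: positive B-score marks a calcium rise read as TRPC4 activation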
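Assay system: HEK293 stable line with TRPC4beta plus mu-opioid receptor; schedule: 45 min room-temperature Fluo4 loading, 110 s read; technique: kinetic Fluo4 calcium fluorescence; evaluation: integrated baseline-normalised fluorescence ratio, converted to per-well B score; controls: buffer (low) and maximal DAMGO (high)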
TRPC6 act: activators of mouse TRPC6 channel. Q61143. HEK293-TRPC6 membrane potential dye fluorescence; stronger effect = higher value. B-score at 10 µM. 310,000 compounds, 0.13% hits. AID 2550;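 active = B-score of the integrated fluorescence ratio above library mean plus 3 SD, and starting fluorescence ratio within library mean plus 5 SD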;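 note: higher score means more depolarization so channel activation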
TRPC4 PAM: TRPC4 (mouse) allosteric potentiation. Q9QUQ5. HEK293 TRPC4beta/mu-opioid, DAMGO EC20, Fluo-4 Ca2+ flux; stronger effect = higher value. B-score at 10 µM. 310,000 compounds, 0.42% hits;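 active = B-score of calcium response area above 5 SD of library B-scores, with initial fluorescence ratio within 5 SD of library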;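 note: B-score of integrated fluorescence ratio over time as area under calcium response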
TRPC6 inh: inhibitors of mouse TRPC6 channel; AID 2553; B-score at 10 µM; Q61143; HEK293-TRPC6, membrane potential dye, ACh-evoked depolarization; stronger effect = lower value; 310,000 compounds, 1.1% hits;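 active = B-score under library mean minus 3 SD, initial fluorescence not abnormally high, positive integrated signal ratio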;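 note: B-score derived from integrated fluorescence ratio over the kinetic read; more negative B-score means stronger inhibition of depolarization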
TRPC4 inh: TRPC4 (mouse) channel inhibition; B-score at 10 µM; HEK293 TRPC4beta/mu-opioid, DAMGO-evoked Fluo4 calcium flux; stronger effect = lower value; 300,000 compounds, 0.39% hits;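 active = B-score over 3 SD under the library average, no early fluorescence shift, positive overall ratio signal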
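Signal: kinetic Fluo4 fluorescence imaging of calcium influx. Material: stable TRPC4beta/mu-opioid receptor HEK293 cells. Probe or stimulus: DAMGO in two steps, submaximal then maximal.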
MrgX1 antagonist: blocks BAM8-22 activation of human MrgX1 receptor; B-score at 10 µM; Q96LB2; 310,000 compounds, 1.3% hits; MRGX1-HEK293 calcium flux, Fluo-4, BAM8-22 antagonism; stronger effect = lower value;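 active = calcium-response B-score plate-corrected more than 3 library SD below zero, starting fluorescence within 5 deviations, no agonist response on first addition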;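 note: peak minus trough fluorescence over baseline after final BAM8-22 challenge near maximal dose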
MrgX1 ag: activates human MrgX1 receptor signaling. Q96LB2. MrgX1-HEK293 cells, Fluo-4 calcium fluorescence, agonist mode; stronger effect = higher value. B-score at 10 µM. 310,000 compounds, 0.44% hits;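 active = calcium response B-score plate-corrected fluorescence ratio at least 3 library SD, with starting fluorescence B-score inside 5 SD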
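Assay system: MrgX1-expressing HEK293 cells / Amount: fifteen thousand cells per well / Doses: test compound in the initial addition of three / Timing: cells plated overnight, dye loaded 0.5 h 37 °C, 0.5 h room temperature / Technique: kinetic calcium dye fluorescence, Fluo-4 NW / Control set: positive and negative controls per plate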
PolyA inh: yeast polyadenylation inhibition. 300,000 compounds, 0.02% hits. S. cerevisiae SKY197-pL101 polyadenylation reporter, beta-gal luminescence; efflux-impaired pdr1/pdr3 knockout yeast; score 100 = 6 SD above DMSO. AID 1875. calls only at 12 µM;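 active = lowest replicate activity score at least 50, where 100 means six control SD above control mean; inconclusive = lowest score under 50 but half or more replicates reach 50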;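 note: yeast exposed to compound for 9 h at 30 °C; higher score means more reporter readthrough which indicates perturbed polyadenylation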
Active calls of the source: *; i = inactive; ? = inconclusive; / = not tested or not shown. Not all compounds are listed. The share of hits here may be higher or lower than overall.

SMILES	AI-2 QS mod	HIF activator	MrgX1 PAM	TRPC4 act	TRPC6 act	TRPC4 PAM	TRPC6 inh	TRPC4 inh	MrgX1 antagonist	MrgX1 ag	PolyA inh
CCN(CCNC(=O)C1CCCN(c2ncnc3c2nc2n3CCCCC2)C1)Cc1ccccc1 (stereo unspecified)	-3.6	-0.5	i	i	i	19*	i	i	i	i	i
C=CCON/C(CCC)=C1\C(=O)CC(C)(C)CC1=NC	2.9	-0.7	i	i	i	i	i	i	i	i	i
CCN(C(=O)Nc1ccccc1OC)c1c(N)n(Cc2ccccc2)c(=O)[nH]c1=O	32.0	-0.2	i	i	i	i	i	i	i	i	i
Cc1cc(F)ccc1NC(=O)C1CCCO1 (stereo unspecified)	23.4	-0.4	i	i	i	i	i	i	i	i	i
Nc1c(-c2ccccc2)cnc2ncnn12	7.2	1.1	i	i	i	i	i	i	i	i	i
O=C(c1ccco1)N1CCN(C(=S)NCc2ccc(F)cc2)CC1	0.7	-0.5	i	i	i	i	i	i	i	i	i
CCOc1ccc(CNC(=O)CN2C(=O)CSc3ccc(S(=O)(=O)N4CCOCC4)cc32)cc1OC	12.3	-0.5	i	i	i	i	i	i	i	i	i
COc1cc(C(=O)NCCOc2ccccc2C)cc(OC)c1OC	-5.6	0.7	i	i	i	i	i	i	i	i	i
Cc1ccc(NC(=O)c2cc(=O)[nH]c3ccc(S(=O)(=O)N4CCOCC4)cc23)nc1	14.5	-0.5	i	i	i	i	i	i	i	i	i
CCCn1cnc2cc(NCc3cccc(OC)c3O)ccc21	14.0	0.6	i	i	i	i	i	i	i	i	i
COc1ccccc1NS(=O)(=O)c1ccc(C(=O)OCC(=O)NCc2ccco2)cc1	14.6	0.1	i	i	i	i	i	i	i	i	i
Cc1oc2ccc(OCc3ccccc3F)cc2c1C(=O)O	21.5	-0.2	i	i	i	i	i	i	i	i	i
COC(C(=O)Nc1ccnn1C1CCN(C(=O)c2ccc(C)cc2)CC1)c1ccccc1 (stereo unspecified)	-2.6	2.6	i	i	i	i	i	i	i	i	i
CC12CN3CC(C)(CN(C1)C3c1ccccc1)C2O (stereo unspecified)	1.7	-0.6	i	i	i	i	i	i	i	i	i
COc1ccc2nc(/N=C(\N)NC(=O)N3c4ccccc4Sc4ccccc43)nc(C)c2c1	-2.0	-0.3	i	i	i	i	i	i	i	i	i
COc1ccc(S(=O)(=O)Nc2cc(Cl)ccc2OC)cc1	20.0	0.1	i	i	i	i	i	i	i	i	i
CCOC(=O)N1CCN(C(=O)C2CCN(S(=O)(=O)c3ccc(F)cc3)CC2)CC1	11.5	-0.2	i	i	i	i	i	i	i	i	i
COCCn1c(=NC(=O)CSCC(=O)Nc2cc(C)on2)sc2cc(C(=O)OC)ccc21	41.8	-0.3	i	i	i	i	i	i	i	i	i
O=C(NCc1nnc(SC/C=C/c2ccccc2)o1)c1ccco1	-16.1	-0.6	i	i	i	i	i	i	i	i	i
COc1ccccc1C(=O)Nc1nnc(S(=O)(=O)N2CCOCC2)s1	6.2	0.3	i	i	i	i	i	i	i	i	i
CCOc1ccc(NC(=O)C2CCN(S(=O)(=O)c3ccc4c(c3)N(C(C)=O)CCO4)CC2)cc1	-1.8	24.7*	i	i	i	i	i	i	i	i	i
Nc1nonc1-n1nnc(C(=O)N/N=C/c2ccncc2)c1-c1cccs1	11.8	-0.3	i	i	i	i	i	i	i	i	i
COc1ccc(S(=O)(=O)N2CCN(C(=O)c3cccnc3)CC2)cc1OC	8.9	-1.2	i	i	i	i	i	i	i	i	i
Cc1ccc(S(=O)(=O)N(C)CC(=O)OCC(=O)N2CCN(c3ccccc3)CC2)cc1	6.6	-0.3	i	i	i	i	i	i	i	i	i
COc1ccc(S(=O)(=O)N2CCCCC2)cc1NC(=O)c1ccco1	-0.4	-0.4	i	i	i	i	i	i	i	i	i
Cn1c(=O)[nH]c(=O)c2c1nc(N1CCCC1)n2CCCSc1nnnn1-c1ccccc1	-13.7	0.6	i	i	i	i	i	i	i	i	i
COc1ccc(NC(=O)CSc2nccn2-c2ccccc2)c(OC)c1	-3.0	-0.4	i	i	i	i	i	i	i	i	i
O=C(CSc1nnc2n(C3CCCCC3)c(=O)c3ccccc3n12)OC1CCCCC1	15.0	0.0	i	i	i	i	i	i	i	i	i
COC(=O)c1cccc(S(=O)(=O)N2CCCCC2)c1	13.1	0.7	i	i	i	i	i	i	i	i	i
CCOc1ccc(C2=CSC3=NCCN23)cc1Cl	42.3	-15.4	i	i	i	i	i	i	i	i	i
O=C(O)C1CCC(CNS(=O)(=O)c2ccc(Br)cc2)CC1 (stereo unspecified)	6.2	-25.4	i	i	i	i	i	i	i	i	i
O=C(NC1CCCC1)C(c1cccnc1)N(Cc1ccccc1)C(=O)c1csnn1 (stereo unspecified)	/	1.0	i	i	i	i	i	i	i	i	i
CCOC(=O)c1c(S(=O)(=O)NCC(=O)Nc2ccccc2)c(C)n(C)c1C	2.9	-0.6	i	i	i	i	i	i	i	i	i
CC1CN(C(=O)CS(=O)(=O)Cc2ccccc2)CC(C)O1 (stereo unspecified)	14.4	-7.7	i	i	i	i	i	i	i	i	i
O=C1COc2ccc(C(=O)COC(=O)c3ccccc3[N+](=O)[O-])cc2N1	22.5	3.3	i	i	i	i	i	i	i	i	i
CCCCN(C)CCCNC(=O)Cn1c(=O)sc2ccccc21	8.4	-0.5	i	i	i	i	i	i	i	i	i
CS(=O)(=O)Nc1ccc(C(=O)Nc2ccccc2-c2ccccc2)cc1	8.2	-1.6	i	i	i	i	i	i	i	i	/
CC(C)c1ccc(C(=O)NC2=NCCS2)cc1	11.7	/	i	i	i	i	i	i	i	i	/
CC(Oc1ccc2c3c(c(=O)oc2c1)CCC3)C(=O)NCCCn1ccnc1 (stereo unspecified)	-1.5	-0.2	i	i	i	i	i	i	i	i	i
CCc1ccc(NC(=O)CN(N=Nc2nonc2C)c2nonc2C)cc1	11.4	-0.3	i	i	i	i	i	i	i	i	i
CCOC(=O)C1=C(O)C(=O)N(c2ccc(S(N)(=O)=O)cc2)C1c1ccccc1 (stereo unspecified)	12.7	-0.2	i	i	i	i	i	i	i	i	i
O=C(COc1ccccc1Cl)Nc1cnn(Cc2ccccc2)c1	31.3	-0.1	i	i	i	i	i	i	i	i	i
Cc1sc2ncn(C(C)C(=O)OC3CCCCC3)c(=O)c2c1C (stereo unspecified)	4.3	-0.7	9.19*	i	i	i	i	i	i	i	/
CS(=O)(=O)N(CC(=O)N1CCN(Cc2ccc3c(c2)OCO3)CC1)C1CCCCC1	11.3	-0.2	i	i	i	i	i	i	i	i	i
Cc1cc(C(=O)O)oc(=O)c1	20.6	219.3*	i	i	i	i	i	i	i	i	i
Cc1c(Cl)ccc2c(C(=O)Nc3cc(C(C)(C)C)on3)cc(-c3ccccn3)nc12	18.7	-0.2	i	i	i	i	i	i	i	i	i
Cc1ccc(N(C(C)C(=O)Nc2ccc3c(c2)OCO3)S(C)(=O)=O)cc1 (stereo unspecified)	3.0	0.4	i	i	i	i	i	i	i	i	i
Cc1ccc(NC(=O)CN2C(=O)S/C(=C/c3ccncc3)C2=O)cc1	20.4	-0.2	i	i	i	i	i	i	i	i	i
Cc1ccccc1/C=N/NC(=O)Cn1cnc([N+](=O)[O-])n1	19.5	-0.4	i	i	i	i	i	i	i	i	i
CC(=O)N1c2c(cc(Br)cc2S(=O)(=O)N2CCN(c3ccccc3F)CC2)CC1C (stereo unspecified)	22.8	-0.3	i	i	i	i	i	i	-7.75*	i	i

(cont.)
SMILES	AI-2 QS mod	HIF activator	MrgX1 PAM	TRPC4 act	TRPC6 act	TRPC4 PAM	TRPC6 inh	TRPC4 inh	MrgX1 antagonist	MrgX1 ag	PolyA inh
COc1cc(OC)cc(C(=O)NC(C(=O)O)C23CC4CC(CC(C4)C2)C3)c1 (stereo unspecified)	3.4	-1.3	i	i	i	i	i	i	i	i	i
COc1ccc2[nH]c(C(=O)O)c(CCNC(C)=O)c2c1	13.0	-0.1	i	i	i	i	i	i	i	i	i
CCCCc1cc(=O)oc2cc(C)cc(OCC(=O)N3CCC(C(=O)O)(c4ccccc4)CC3)c12	8.0	-0.1	i	i	i	i	i	i	i	i	i
CN(Cc1ccccc1)c1ccc(C(CC(N)=O)NC(=O)c2ccc(Br)cc2)cc1[N+](=O)[O-] (stereo unspecified)	-0.4	0.5	i	i	i	i	i	i	i	i	i
Cc1ccccc1N1C(=O)C(Cl)=C(N2CCOCC2)C1=O	9.1	-18.6	i	i	i	i	i	i	i	i	i
Cc1ccc(S(=O)(=O)CCC(=O)Nc2ccc3nc(C)sc3c2)cc1	17.8	-0.3	i	i	i	i	i	i	i	i	i
CCN1CCCC1CN(Cc1cc2c(C)cc(C)cc2[nH]c1=O)C(=O)NC1CCCCC1 (stereo unspecified)	17.8	0.5	i	i	i	i	i	i	i	i	i
COc1ccc(CC(=O)NCc2ccccc2)cc1OC	23.4	0.2	i	i	i	i	i	i	i	i	i
CC1CCCCN1C(C(=O)O)c1ccccc1 (stereo unspecified)	17.2	0.6	i	i	i	i	i	i	i	i	i
COc1ccc(-c2nnc(-c3cc4c(ccc5ccccc54)oc3=O)o2)cc1	26.4	?	i	i	i	i	i	i	i	i	i
O=C(COc1cccc2c1CCNC2=O)Nc1ccc(F)cc1	10.4	-0.8	/	i	i	i	i	i	/	/	i
CS(=O)(=O)N1CCN(c2nc3ccccc3s2)CC1	7.6	1.4	i	i	i	i	i	i	i	i	i
CCN(CC)CCNC(=O)C1CCN(S(=O)(=O)c2c(C)noc2/C=C/c2ccccc2F)CC1	24.4	-0.2	i	i	i	i	i	i	i	i	i
Cc1cc(CNC(=O)c2cc(-c3ccccc3)nc3ccccc23)nn1C	1.7	0.5	i	i	i	i	i	i	i	i	i
CC(C)c1onc(C(=O)N2CCOCC2)c1[N+](=O)[O-]	13.8	0.0	i	i	i	i	i	i	i	i	i
